GLP1R cytotox = qHTS of GLP-1 Receptor Inverse Agonists: Cytotox Screen. HEK293 cAMP-luciferase reporter cells, luminescence, 24 h. Potency, µM (doses to about 38.3 µM), inactives show top-dose activity change, negative = inhibition, usual class: inhibitors. 0.13% of 410,000 active. AID 624418, 2012;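 further: loss of luciferase light is scored as toxicity; potency means the concentration at half of the fitted maximal effect; on the % scale 0 is the no-effect control and ±100 the full control effect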
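Cells in DMEM/10% Nu serum/1% pen-strep, 1536-well format. Pre-incubated 12 h, dosed with 23 nL compound, incubated a further 24 h. Luciferase detection, 12 min at room temp, luminescence.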
HT1080NT lethal = qHTS for induction of synthetic lethality in tumor cells producing 2HG: qHTS for the HT-1080-NT fibrosarcoma cell line; Potency, µM (titrated, usually from 46.1 µM), for inactives: top-dose activity, negative = less viability, usual class: cytotoxic; AID 686970, 2013; 1.6% of 360,000 active; HT-1080-NT fibrosarcoma viability, CellTiter-Glo ATP luminescence, 48 h;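 further: NT is the 2HG producing partner of a matched IDH1 knockdown line; potency means the concentration at half of the fitted maximal effect; 0% = DMSO-treated cells and -100% = media-only wells without cells; nearly all actives have a fitted effect of over 55% in size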
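A 48-hour cytotoxicity screen used HT-1080-NT cells plated 2 hours before compound delivery. ATP-based CellTiter-Glo luminescence measured viability, normalized to DMSO and no-cell controls.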
DRD3 agonist = qHTS of D3 Dopamine Receptor Agonist: qHTS | D3R DiscoveRx beta-arrestin cells, luminescence, 90 min | max activation, % | 0.58% of 410,000 active; in the data active means max activation above about 30%; further: 0% is about no effect; mostly tested at two doses, the higher about 12 µM
Target sequence (P35462 whole entry, looked up): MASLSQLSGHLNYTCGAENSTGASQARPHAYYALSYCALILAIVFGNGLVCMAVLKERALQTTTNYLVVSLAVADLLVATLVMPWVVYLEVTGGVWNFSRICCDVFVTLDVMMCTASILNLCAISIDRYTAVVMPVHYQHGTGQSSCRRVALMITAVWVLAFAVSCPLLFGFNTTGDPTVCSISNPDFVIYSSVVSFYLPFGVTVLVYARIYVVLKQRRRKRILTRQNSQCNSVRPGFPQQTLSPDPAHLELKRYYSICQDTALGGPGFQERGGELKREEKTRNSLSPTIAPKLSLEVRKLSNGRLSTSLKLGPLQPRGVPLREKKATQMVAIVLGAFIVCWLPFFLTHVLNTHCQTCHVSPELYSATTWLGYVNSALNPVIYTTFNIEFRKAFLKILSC
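Agonist mode: compounds and dopamine controls were applied to plated cells for 90 min at 37 degrees C after an overnight attachment at 1500 cells/well. Luminescent read-out followed 30 - 60 minutes at room temperature with DiscoveRx detection reagent.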
MCF10A rerep = A quantitative high throughput screen for small molecules that induce DNA re-replication in MCF 10a normal breast cells; MCF 10A DNA re-replication, Hoechst nuclear intensity, 48 h; Potency, µM (titrated, usually from 46.1 µM), for the others: at the highest dose activity, positive = re-replication, hits mostly activators; 2.9% of 350,000 active; further: potency means the concentration at half of the fitted maximal effect; % of control where 0% means no effect; nearly all actives have a fitted effect of over 50% in size
IL-1B inflam inh = qHTS for Inhibitors of Inflammasome Signaling: IL-1-beta AlphaLISA Primary Screen; THP-1 LPS/ATP IL-1B secretion, AlphaLISA, 16 h; active compounds read low; AID 743279, 2014; activity change, % at 57.5 µM; 4.7% of 360,000 active; in the data active means activity change below about -50%; inconclusive means mostly about -30% to -49%; further: on the % scale 0 is the no-effect control and ±100 the full control effect
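THP-1 cells pretreated 1 hr with compounds (up to 57.5 uM final), then stimulated with LPS (250 ng/mL final) plus ATP (1.25 mM final); secreted IL-1B measured by AlphaLISA after 16 hr, decreased signal indicating inhibition.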
SW480 rereplic = A quantitative high throughput screen for small molecules that induce DNA re-replication in SW480 colon adenocarcinoma cells | AID 624297, 2012 | Potency, µM (highest dose often 46.1 µM), inactives show at the highest dose re-replication activation, hits mostly activators | 1.8% of 340,000 active | SW480 DNA re-replication, Hoechst DNA content imaging, 48 h; further: potency means the concentration at half of the fitted maximal effect; % of control where 0% means no effect; nearly all actives have a fitted effect of over 55% in size
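Hoechst fluorescence of nuclei (405 nm excitation, 500-530 nm emission) measured by plate-scanning imager after 48 hr compound exposure at 37 C; re-replication scored as increased number of nuclei with elevated intensity.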
KB-V1 cytotox = qHTS assay for MDR1-selective chemotherapeutics: Primary screen using the drug-selected MDR subline cells KB-V1; KB-V1 MDR cells viability, CellTiter-Glo, 72 h; Potency, µM (highest dose often 46.1 µM), without a hit: at the top dose activity change, negative = cytotoxicity, hits mostly cytotoxic; 3.4% of 400,000 active; further: potency means the concentration at half of the fitted maximal effect; on the % scale 0 is the no-effect control and ±100 the full control effect; nearly all actives have a fitted effect of over 60% in size
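Potencies derive from concentration-effect curves fitted to normalized luminescence (CellTiter-Glo) of KB-V1 cells treated for 72 h at 37 degrees C in phenol-red-free DMEM containing 10% FBS.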
HT1080 IDH1KD tx = qHTS for induction of synthetic lethality in tumor cells producing 2HG: qHTS for the HT-1080-IDH1KD cell line; HT-1080 IDH1 knockdown viability, ATP luminescence, 48 h; Potency, µM (titrated, usually from 46.1 µM), inactives show at the highest dose activity, negative = toxicity, usual class: cytotoxic; 2% of 360,000 active; AID 686971, 2013;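 further: potency means the concentration at half of the fitted maximal effect; 0% = DMSO wells and -100% = cell-free medium wells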
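% activity derives from luminescence (CellTiter-Glo), normalised to DMSO and no-cell wells. HT-1080-IDH1KD cells, 750/well, had 48 h compound exposure at 37 °C.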
KB-3-1 cytotox = qHTS assay for MDR1-selective chemotherapeutics: Primary screen using the parental adenocarcinoma cell KB-3-1 | Potency, µM (series often up to 46.1 µM), without a hit: at the top dose activity change, negative = cytotoxic, actives largely listed as cytotoxic | KB-3-1 viability, CellTiter-Glo ATP luminescence, 72 h | 1.4% of 400,000 active; further: potency means the concentration at half of the fitted maximal effect; on the % scale 0 is the no-effect control and ±100 the full control effect; nearly all actives have a fitted effect of over 60% in size
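72 h, 37 °C compound treatment of KB-3-1 parental cells; CellTiter-Glo added, 10 min, luminescence read. Data corrected against DMSO-only plates and normalized before curve fitting.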
Active calls of the source: *; ? = inconclusive; / = no result given; & = joins results of further samples; [ ] = another dose, or the depositor's remark. Unless noted, the call rests on the fitted dose curve; in most records, active means well fitted curve in the direction sought with a large enough effect; inconclusive means small, poorly fitted or top-dose-only effect, or another doubt; inactive means no such curve, though single readings can be large; an effect the other way counts as inactive or inconclusive.

SMILES	GLP1R cytotox	HT1080NT lethal	DRD3 agonist	MCF10A rerep	IL-1B inflam inh	SW480 rereplic	KB-V1 cytotox	HT1080 IDH1KD tx	KB-3-1 cytotox
CCCCCCCCC1=NCCc2c1[nH]c1ccccc21	-7%	?	-7	12µM*	-94*	?	4%	?	-3%
O=C(CC1(O)C(=O)Nc2ccccc21)c1ccc2c(c1)OCO2 (stereo not given)	1%	-6%	0	7%	0	0%	-15%	-5%	6%
Cc1ccc(NC(=S)N(CCCN2CCOCC2)Cc2cccnc2)cc1C	-12%	-10%	-6	-4%	3	-1%	?	-2%	?
Cc1ccc(CN2C(=O)c3ccccc3NC2c2ccccn2)cc1 (stereo not given)	-2%	-1%	1	0%	-6	4%	?	3%	-4%
Cc1cccc(S(=O)(=O)NC(=O)C2(C)CCN2C(=O)CC2CCCCC2)c1 (stereo not given)	3%	16%	4	/	19	/	4%	29%	12%
O=C1c2ccccc2C(=O)N1CCCCSc1nnc2ccccn12	3%	11%	4	2%	3	-6%	5%	7%	13%
CCCC(C)NC(=O)/C=C/c1cccc([N+](=O)[O-])c1 (stereo not given)	-1%	15%	-3	4%	-5	-3%	-5%	12%	-2%
CCNC(=S)N=Nc1c(O)[nH]c2ccc(C(C)C)cc12	?	2%	-5	18%	-15	-2%	3.7µM*	-21%	-26%
CC(C)(C)c1ccc(/C=N/Nc2cccc(C(=O)O)c2)cc1	1%	-1%	1	10%	47	-26%	0%	0%	3%
O=C(O)CSCC(=O)N1CCCN(c2nccc(C(F)(F)F)n2)CC1	-4%	4%	9	-1%	14	-15%	9%	3%	4%
COc1cccc2cc(-c3ccccc3)c(=O)oc12	-7%	-21%	4	0%	-5	-3%	21%	-18%	10%
COCCNC(=O)c1ccc2c(=O)n(Cc3ccco3)c(SCC(=O)NC3CCCCC3)nc2c1	-4%	-1%	5	8%	-15	-18%	0%	4%	19%
CCCc1ccc(C(=O)CCC(=O)O)cc1	2%	8%	1	1%	17	-2%	0%	?	6%
COc1ccccc1C(=O)Nc1nc2n(n1)C(c1ccc(F)cc1)C=C(c1ccc(Cl)cc1)N2 (stereo not given)	349%[activator]	/	-2	/	/	/	?	/	-7%
O=C(O)CCNC(=O)c1ccccc1	-6%	4%	13&7	-1%	-12	-4%	-2%	10%	0%
CC1CCCC(C)N1C(=O)COC(=O)Cc1c[nH]c2ccccc12 (stereo not given)	16%	-5%	-5	17%	9	-1%	-8%	-6%	-2%
COc1cc(NC(=O)c2cc3ccccc3o2)c(OC)cc1Br	9%	-15%	0	6%	29	-4%	3%	-17%	0%
O=C(CC1C(=O)NCCN1Cc1ccoc1)NCCCn1ncc2ccccc21 (stereo not given)	1%	20%	14	-4%	-6	4%	?	-3%	19%
COCC(=O)N(C)c1nnc(-c2cnccn2)s1	4%	12%	-1	11%	10	-2%	13%	15%	10%
O=C(CCCNS(=O)(=O)c1cccs1)N1CCc2ccccc2C1	4%	14%	-3	2%	-9	-5%	-24%	9%	0%
OC(c1cccc(CN2CCCCC2)c1)c1ncc(-c2cccc(C(F)(F)F)c2)[nH]1 (stereo not given)	6%	21µM*	-3	/	-10	/	3%	?	0%
CCSc1nnc(NC(=O)C(CC)(C(F)(F)F)C(F)(F)F)s1	-28%	?	0	?	-19	-1%	?	?	-16%
NS(=O)(=O)c1cccc(Nc2nc3ccccc3nc2NS(=O)(=O)c2ccc(Cl)cc2)c1	0%	18µM*	-13	?	?	-4%	6%	21µM*	-4%
CC(=NNc1nc2ccccc2s1)c1ncccn1	-59%	?	-7	?	0	?	1.3µM*	1.2µM*	2.3µM*
CCN(CC)S(=O)(=O)c1ccc2c(c1)c(=O)c(C(=O)NCCOC)cn2C	6%	3%	-1	250%[0.0737 µM]	-3	-9%	2%	13%	4%
C[C@H](CO)N1C[C@H](C)[C@H](CN(C)S(=O)(=O)c2ccccc2F)OCc2cnnn2CCCC1=O	-2%	3%	7	/	-5	/	15%	10%	0%
CSc1nc2ccc(NC(=O)CS(=O)(=O)c3ccccc3)cc2s1	-7%	13%	-5	/	-22	/	?	1%	-2%
CN1CCc2c(sc3c2c(=O)n(-c2ccccc2)c2n[nH]c(=S)n32)C1	-2%	-5%	-5	-3%	2	-1%	-9%	-8%	10%
CCOC(=O)C(C)(C)Sc1nc2c(cnn2-c2ccc(F)cc2)c(=O)[nH]1	1%	-1%	9	5%	34	-2%	7%	-1%	13%
Cc1cccc(C(=O)Nc2cc(=O)n(C)c(=O)n2C)c1	1%	-3%	-10	-2%	-5	5%	-7%	3%	-9%
CC1(C)C(=O)N(CCN2CCC(C(=O)c3ccc(F)cc3)CC2)c2ccccc21	3%	-9%	-82	-22%	-3	13%	-18%	-22%	0%
NS(=O)(=O)c1ccc(NCc2c(F)cccc2Cl)cc1	-18%	1%	-1	-1%	-2	-7%	-1%	-10%	-10%
O=C(OCc1nc2ccccc2[n+]([O-])c1C(=O)c1ccccc1)c1cccnc1	14%	5%	2	-2%	14	-14%	10%	2%	5%
CC(C)c1ccc(/C=N/Nc2ccc(C(=O)O)cc2)cc1	22%	2%	0	16%	49	-1%	4%	5%	16%
CC(Cc1c[nH]c2ccccc12)NC(N)=O (stereo not given)	15%	-7%	-2	2%	-13	2%	-3%	-2%	7%
CCc1cccc(NC(=O)CSCc2cc(=O)[nH][nH]2)c1	6%	-1%	-11	-2%	-14	3%	15%	13%	21%
COc1ccc(CCN(Cc2cccs2)S(=O)(=O)c2ccc(C(=O)O)cc2)cc1OC	-1%	-7%	4	-3%	64	?	?	-8%	9%
O=S(=O)(N/N=C/c1ccc2c(c1)OCO2)c1ccc(Br)cc1	1%	-5%	-6	11%	1	6%	-1%	8%	-2%
CC(C)c1ccc(C2CC(=O)Nc3cc4c(cc32)OCCO4)cc1 (stereo not given)	-21%	/	13	/	/	/	22%	/	14%
Cc1ccc(S(=O)(=O)N2CCN(C(=O)COC(=O)Cc3ccc(Cl)cc3)CC2)c(C)c1	-7%	8%	2	-3%	13	-22%	21%	8%	7%
CC(=O)c1ccc(NC(=O)c2ccc(S(=O)(=O)c3ccccc3)cc2)cc1	6%	4%	11	16%	-5	-1%	0%	1%	-7%
CCn1cc(C(=O)NC2CCCCCC2)c(=O)c2cc(S(=O)(=O)N3CCCCC3)ccc21	11%	9%	-2	0%	-15	1%	3%	13%	2%
COCCn1c(N)c(N(Cc2ccccc2)C(=O)c2cc(=O)[nH]c3ccccc23)c(=O)[nH]c1=O	-5%	11%	2	-6%	0	-6%	11%	2%	0%
Cc1ccc(-n2[nH]c3c4c(ccc3c2=O)C(=O)c2ccccc2C4=O)cc1	3%	24%	-8	2%	-4	13%	4%	20%	2%
COc1ccc(/C=N/n2cncn2)cc1CSc1ccccn1	-3%	-3%	0	2%	-16	-4%[9.22 µM]	4%	1%	-5%
COc1ccc(CNC(=O)CCNC(=O)c2ccco2)cc1OC	0%	5%	5	-2%	6	-3%	?	5%	-1%
O=C(C[C@@H]1C/C=C/CCCC(=O)O[C@H](c2ccccc2)CNC1=O)NCCO	1%	9%	6	24%	10	-13%	24%	16%	24%
CC(=O)c1ccc(NC(=O)C2CC(=O)Nc3nc4ccccc4n32)cc1 (stereo not given)	-13%	-4%	-5	-1%	0	?	0%	0%	1%
Cc1ccc(-n2nc(C(=O)Nc3ccc(Cl)cn3)c3c4ccccc4n(C)c3c2=O)cc1	-8%	/	2	/	/	/	?	/	23%
CCC(CC)NC(=O)CCCSc1nc2ccccc2[nH]1	3%	13%	4	1%	-6	-59%[inhibitor]	?	-3%	0%

New compounds follow:
SMILES	GLP1R cytotox	HT1080NT lethal	DRD3 agonist	MCF10A rerep	IL-1B inflam inh	SW480 rereplic	KB-V1 cytotox	HT1080 IDH1KD tx	KB-3-1 cytotox
Cc1onc(-c2ccccc2)c1C(=O)N1CCN(S(=O)(=O)c2ccccc2C(F)(F)F)CC1	5%	0%	-12	-1%	14	8%	3%	16%	1%
COc1ccc(/C=C2\Oc3cc(OCC(=O)N4CCC[C@H]4CO)ccc3C2=O)c(OC)c1	0%	-10%	5	15%	-22	16%	-1%	-1%	0%
COc1cccc(C(C)(O)c2nc(-c3cc(F)cc(F)c3)cs2)c1 (stereo not given)	-9%	23µM*	0	/	-16	/	3%	?	0%
CCc1nnc(NC(=O)COc2ccccc2[N+](=O)[O-])s1	2%	8%	-9	-1%	-14	-7%	15%	2%	2%
COc1ccccc1C(=O)Nc1cc2c(cc1C(=O)O)OCCCO2	1%	3%	-9	9%	-8	13%	-11%	1%	0%
Cc1ccc(CC(=O)Nc2c(C(=O)N3CCN(c4ccccc4)CC3)oc3ccccc23)cc1	-10%	/	-10	/	/	/	?	/	1%

Part of the list above in order of heavy-atom count, lowest first:
SMILES	GLP1R cytotox	HT1080NT lethal	DRD3 agonist	MCF10A rerep	IL-1B inflam inh	SW480 rereplic	KB-V1 cytotox	HT1080 IDH1KD tx	KB-3-1 cytotox
COCC(=O)N(C)c1nnc(-c2cnccn2)s1	4%	12%	-1	11%	10	-2%	13%	15%	10%
CCCCCCCCC1=NCCc2c1[nH]c1ccccc21	-7%	?	-7	12µM*	-94*	?	4%	?	-3%
CC(C)c1ccc(C2CC(=O)Nc3cc4c(cc32)OCCO4)cc1 (stereo not given)	-21%	/	13	/	/	/	22%	/	14%

Source: PubChem BioAssay
